Source: PubChem (Southern Research Specialized Biocontainment Screening Center)
tuberculosis growth = growth inhibition of non-replicating M. tuberculosis (AID 488890); one-dose inhibition, % at 25 µM; IC50 in µM for titrated hits; actives 0.39% (n = 320,000); Mycobacterium tuberculosis non-replicating, growth inhibition; higher % means a stronger effect; in the data active = a potency from the dose series; inconclusive = inhibition mostly from about 82% at the one dose, without a potency; inactive = the rest, 99 in 100 with inhibition below about 76%;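 note: plate controls were DMSO cells for no effect and high antibiotic wells for full effect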
H1N1 NS1A inhibition = NS1A inhibition, H1N1 influenza, cell based functional assay (AID 504329) | NS1A functional cell-based assay, percent inhibition; higher % means a stronger effect | one-dose inhibition, % at 12.5 µM; IC50 in µM for titrated hits | actives 0.3% (n = 340,000); in the data active = a potency from the dose series; inconclusive = inhibition above about 27% without an active follow-up result; note: strong numbers were not always called active
VEEV TC-83 Vero = inhibitors of VEEV TC-83 cytopathic effect, confirmation, Vero cells (AID 588727); Vero cells, VEEV TC-83 cytopathic effect inhibition; higher % means a stronger effect; actives 0.13% (n = 350,000); inhibition, % at 20 µM; hits with a dose series show IC50 in µM; in the data active = a potency from the dose series; inconclusive = inhibition mostly from about 14% at the one dose, without a potency; inactive = the rest, 99 in 100 with inhibition below about 12%; note: strong numbers were not always called active
H37Rv inhibition = M. tuberculosis growth inhibition, HTS (AID 449762); M. tuberculosis H37Rv growth inhibition, 7H9 media; higher % means a stronger effect; inhibition, % at 25 µM, or IC50 in µM where a hit was titrated; actives 0.59% (n = 330,000); in the data active = a potency from the dose series; inconclusive = inhibition above about 70% without an active follow-up result;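 note: bacterial growth assessed after seven days of incubation; strong numbers were not always called active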
PhoP GFP inhibition = PhoP regulon inhibitors, Salmonella typhi PhoP promoter GFP reporter, confirmatory (AID 1850). actives 0.33% (n = 310,000). inhibition, % at 50 µM; hits with a dose series show IC50 in µM. Salmonella Typhi PhoP-promoter GFP reporter, fluorescence, 4 h; higher % means a stronger effect; in the data active = a potency from the dose series; inconclusive = inhibition mostly from about 25% at the one dose, without a potency; inactive = the rest, 99 in 100 with inhibition below about 19%;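 note: 0% = induced wells with vehicle and 100% = uninduced wells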
VEEV TC-83 Vero 10K pilot screen = recorded beside VEEV TC-83 Vero, whose call it bears; inhibition, %; measured here: 10K pilot screen inhibition
* marks the source's active call; other numbers are inactive results; i = inactive; ? = inconclusive; · = not tested or not shown.

SMILES	tuberculosis growth	H1N1 NS1A inhibition	VEEV TC-83 Vero	H37Rv inhibition	PhoP GFP inhibition	others
COc1ccc(C(C)C)cc1S(=O)(=O)Nc1ncn[nH]1	20%	5%	0.4%	-3%	-10%
COc1ccc(C(=O)COC(=O)c2sccc2C)cc1OC	0%	-10%	5.5%	-2%	·
COc1ccccc1CCC(=O)N1CCN(C(=O)c2ccccc2)CC1	-5%	5%	i	-2%	-4%
O=C(O)CC1(CC(=O)Nc2ccc(Br)cc2)CCCCC1	-3%	-6%	1.7%	-4%	-8%
COc1ccccc1CN1CC(C(=O)N(C)CCc2nc3ccc(F)cc3[nH]2)CCC1=O (stereo not drawn)	-2%	0%	2.9%	8%	6%
O=C(Nc1ccc(Cl)cc1Cl)NC1CCN(S(=O)(=O)c2ccc(F)cc2)CC1	-1%	12%	i	8%	-5%
Cc1ccc(C(=O)NCCN2CCOCC2)cc1S(=O)(=O)N1CCCCC1	-6%	-12%	1.9%	-4%	-7%
Cc1ccc(/C=C/C(=O)c2cc(Br)ccc2OC(=O)c2ccco2)cc1	?	10%	31%	52%	5%
N#CC(c1ccc(O)cc1)N1CCOCC1 (stereo not drawn)	0%	0%	i	-1%	-3%
O=C(Nc1ccc(C(=O)Oc2ccccc2)c(O)c1)c1ccco1	?	9%	3.6%	?	7%
CCN(CC)CCN1C(=O)C(=O)/C(=C(/O)c2cccc(OC)c2)C1c1ccccn1 (stereo not drawn)	-19%	6%	0.9%	-11%	-10%
CCOc1cc(C2C(C#N)=C(N)OC3=C2C(=O)CC(C)(C)C3)cc([N+](=O)[O-])c1O (stereo not drawn)	63%	9%	0.7%	7%	-7%
CCOC(=O)C(Oc1ccc2c(-c3ccccc3)cc(=O)oc2c1C)c1ccccc1 (stereo not drawn)	-4%	3%	1.4%	5%	-9%
Cc1ccc(NC(=O)CS(=O)CC(=O)NCC2OCCc3ccccc32)c(C)c1 (stereo not drawn)	8%	15%	1.1%	2%	4%
COc1ccc(C(=O)Nc2ccc(O)c3c(=O)cc(-c4cccc(Cl)c4)oc23)cc1	-2%	-2%	i	-2%	-4%
CC(C)OC(=O)c1c(NC(=O)CCC(=O)O)sc2c1CCCCC2	16%	1%	9.0%	3%	-1%
CCn1c(=O)c2sccc2n(Cc2cccc(C)c2)c1=O	2%	-2%	0.3%	2%	11%
O=C(COC(=O)c1ccc(O)cc1O)Nc1ccc(Cl)cn1	-2%	-4%	4.1%	24%	-14%
Cc1ccc(NC(=O)N2CCC(C(=O)NCCC3=CCCCC3)CC2)cc1	13%	-9%	2.0%	10%	-2%
Cc1onc(-c2ccccc2Cl)c1C(=O)Nc1cccnc1	5%	-2%	3.1%	2%	-3%
O=C(c1ccco1)N1CCN(S(=O)(=O)c2ccccc2[N+](=O)[O-])CC1	3%	-4%	2.4%	-4%	4%
CCOC(=O)C1=C(COC(=O)c2ccc(C)s2)NC(=O)NC1C (stereo not drawn)	11%	-3%	6.4%	-12%	-2%
O=C(CCl)Nc1cc(S(=O)(=O)N2CCCCCC2)ccc1Cl	?	10%	10%	?	0%
COc1cc(C(=O)N2CCc3ccccc32)c([N+](=O)[O-])cc1OC	9%	-1%	0.8%	-1%	-2%
COc1cccc(CC(=O)Nn2c(C)nc3ccccc3c2=O)c1	8%	-3%	0.1%	-11%	-10%

The final 2 entries of the part above are carried over, then new ones follow:
SMILES	tuberculosis growth	H1N1 NS1A inhibition	VEEV TC-83 Vero	H37Rv inhibition	PhoP GFP inhibition	others
COc1cc(C(=O)N2CCc3ccccc32)c([N+](=O)[O-])cc1OC	9%	-1%	0.8%	-1%	-2%
COc1cccc(CC(=O)Nn2c(C)nc3ccccc3c2=O)c1	8%	-3%	0.1%	-11%	-10%
COc1ccc(S(=O)(=O)N2CCOCC2)cc1NC(=O)CSc1n[nH]c(C(C)C)n1	-16%	-3%	0.3%	-6%	3%
C/C(CC(=O)Nc1cc(C)ccn1)=N\NC(=O)c1cccc(C)c1	6%	-5%	4.4%	0%	2%
CSc1ccc(S(=O)(=O)NCc2ccccc2Cl)cc1	28%	-2%	i	0%	2%
CCc1nnc(NC(=O)c2cc3c(s2)CCCCC3)s1	-23%	8%	0.9%	-14%	-9%
CC1(C)CC(=O)C=C(c2ccc3[nH]ccc3c2)C1	-6%	-7%	0.0%	1%	-17%
CC(C)OC(=O)c1cc(=O)[nH]c2ccccc12	-3%	7%	i	-8%	9%
CCN(CC(=O)Nc1ccccc1OC)C(=O)CN1C(=O)NC(C)(c2ccc3ccccc3c2)C1=O (stereo not drawn)	·	-12%	0.8%	·	·
Cc1ccc(NC(=O)CS(=O)c2ccccc2N)c(C)c1 (stereo not drawn)	-2%	-5%	1.9%	0%	16%
O=C(CC1C(=O)NCCN1C(=S)Nc1ccccc1)Nc1ccc2c(c1)OCCO2 (stereo not drawn)	-4%	-1%	2.3%	1%	4%
COc1ccc(CCNC(=O)CCNC(=O)c2ccco2)cc1OC	1%	23%	1.5%	-8%	3%
O=C(NCC1CCCO1)C1CCN(C2CCN(C(=O)Cc3ccsc3)CC2)CC1 (stereo not drawn)	-1%	-8%	1.4%	-6%	-1%
CCOc1ccc(/C=N/N2C(=O)C(CC(=O)Nc3ccc(F)cc3F)SC2=NC)cc1OC (stereo not drawn)	-9%	3%	1.5%	13%	-13%
CN(C)S(=O)(=O)N(CC(=O)N1CCN(c2ccccc2F)CC1)c1ccccc1	2%	-1%	3.1%	-3%	2%
Cc1nc(N2CCOCC2)nc(OCCN(C)C)c1[N+](=O)[O-]	-5%	-8%	i	-3%	-8%	VEEV TC-83 Vero 10K pilot screen=0.7
O=C(Nc1cc(S(=O)(=O)Nc2ccc(Cl)cc2)ccc1O)c1ccc(F)cc1F	-6%	0%	1.7%	4%	·
COc1ccc(-c2csc(NC(=O)C3CC(=O)N(c4ccc5c(c4)OCCO5)C3)n2)cc1 (stereo not drawn)	71%	-1%	8.9%	54%	-3%
CC(NC(=O)CN1CCN(CC(=O)Nc2ccccc2Cl)CC1)c1ccc(Br)cc1 (stereo not drawn)	20%	-20%	7.7%	6%	·
Cc1c([N+](=O)[O-])c2ccc(O)cc2n1-c1ccccc1	6%	4%	0.4%	0%	3%
CC(=N\O)/C(CN(C)C)=N/O	-13%	2%	0.5%	-8%	3%
CC(C)Nc1nc(Oc2ccc(=O)n(-c3ccccc3)n2)nc(N(C)C)n1	-10%	-25%	1.4%	4%	11%
CCc1c(O)nc(N2CCN(Cc3ccccc3)CC2)[nH]c1=O	45%	18%	3.1%	1%	-2%
Cn1c(Oc2ccc(Cl)cc2)c(C=O)c2ccccc21	7%	3%	5.6%	4%	12%
COc1ccc(C(C)=O)cc1COC(=O)CNC(=O)c1cc(C)cc(C)c1	14%	-9%	0.6%	2%	-8%
C#CCOCCOCCOCCNc1nc(N2CCN(C(=O)[C@H](CCCCN)n3cc(CN)nn3)CC2)nc(N2CCN(C(=O)[C@H](CCCCN)n3cc([C@@H](N)CC(N)=O)nn3)CC2)n1	·	-5%	0.4%	·	·	VEEV TC-83 Vero 10K pilot screen=4.3
COc1ccc(S(=O)(=O)N2CCC(C(=O)NCc3ccccc3)CC2)cc1OC	2%	1%	i	-8%	7%

Sorted by molar mass (smallest number first): some entries from above
SMILES	tuberculosis growth	H1N1 NS1A inhibition	VEEV TC-83 Vero	H37Rv inhibition	PhoP GFP inhibition	others
CC(C)OC(=O)c1cc(=O)[nH]c2ccccc12	-3%	7%	i	-8%	9%
Cc1nc(N2CCOCC2)nc(OCCN(C)C)c1[N+](=O)[O-]	-5%	-8%	i	-3%	-8%	VEEV TC-83 Vero 10K pilot screen=0.7
CCOc1ccc(/C=N/N2C(=O)C(CC(=O)Nc3ccc(F)cc3F)SC2=NC)cc1OC (stereo not drawn)	-9%	3%	1.5%	13%	-13%

More results:
SMILES	tuberculosis growth	H1N1 NS1A inhibition	VEEV TC-83 Vero	H37Rv inhibition	PhoP GFP inhibition	others
Cc1ccc(CNC(=O)CCNC(=O)c2ccco2)cc1	-10%	-2%	0.2%	-1%	-1%
CCCCc1ccc(NC(=S)NCc2cccs2)cc1	?	21%	i	66%	-11%
CC(C)N(Cc1nccn1C)C(=O)c1cc(COc2ccc(F)cc2Cl)on1	-2%	-3%	2.0%	4%	-7%
CCOc1ccc(C(=O)/C=C/c2cc(OC)c(OC)c(OC)c2)cc1	63%	3%	8.8%	?	6%
CC[C@]12c3[nH]c4ccccc4c3CCN1C(=O)C(CC(=O)NCc1ccco1)C[C@@H]2C(=O)N1CCN(C(=O)C2CC2)CC1 (stereo partly drawn)	2%	4%	i	3%	·
CC1=CC(C)(C)n2c(O)c(N=N)c3c(C)c(C)cc1c32	15%	0%	1.3%	8%	-1%
Cc1ccc(N2C(=O)CC(=O)NC2=O)cc1Cl	23%	2%	4.5%	5%	-5%
Cc1ccc(C(=O)NNC(=O)c2ccc3ccccc3c2)cc1	·	-16%	1.7%	·	·
COc1cc2cc(C(=O)N3CCc4ccccc4C3)[nH]c2cc1OC	-8%	6%	3.7%	0%	-1%
CC(OC(=O)CNS(=O)(=O)c1ccc2ccccc2c1)C(=O)N(C)c1ccccc1 (stereo not drawn)	3%	-6%	2.7%	-6%	-1%
Cc1cc(C)n2nc(C(=O)N/N=C/c3cn(C)nc3C)nc2n1	-11%	4%	2.1%	6%	0%
CCC(C)Sc1cc(C(F)(F)F)c(C(=O)Nc2ccc(Cl)cc2)cn1 (stereo not drawn)	14%	-17%	1.1%	5%	1%
C=CCNC(=O)CC1Nc2c3ccccc3nc(=S)n2C1=O (stereo not drawn)	-7%	7%	1.4%	-6%	-13%
Cc1cc(C)cc(N(CC(=O)Nc2ccc(-c3nc4ccc(C)cc4s3)cc2)S(C)(=O)=O)c1	5%	-3%	1.4%	6%	-7%
COc1ccc(/C(O)=C2/C(=O)C(=O)N(CCN3CCOCC3)C2c2ccccn2)cc1OC (stereo not drawn)	-11%	7%	0.3%	0%	0%
Cc1cc(OC(=O)C(C)(C)C)c([N+](=O)[O-])c(=O)[nH]1	-15%	-1%	1.2%	6%	-3%
COc1ccccc1N1CCN(C(=O)CCc2ccccc2)CC1	75%	-1%	0.3%	2%	-8%
CCCCOc1ccc(C(=O)NC(=S)Nc2ccc(CN3CCOCC3)cc2)cc1	-7%	1%	i	-1%	3%
COC(=O)c1cccc(NS(C)(=O)=O)c1	-8%	-8%	5.7%	-2%	-6%
Cc1c(C)c2ccc(O)c(CN3CCCC3)c2oc1=O	4%	-2%	i	0%	12%
COCC(=O)Nc1cccc2ccccc12	1%	-8%	6.4%	1%	7%
COc1ccccc1NC(=O)c1ccc(NC(=O)COC(=O)C(C)C)cc1	78%	-3%	?	?	-1%
Fc1ccccc1CN1CCN(c2ncccn2)CC1	-9%	0%	1.2%	-6%	-1%
CC1(OC(=O)C2CCCC2)C(=O)C=C2C=C(c3ccsc3)OC=C2C1=O (stereo not drawn)	44%	4%	0.8%	-6%	4%
CC(C)(O)C#Cc1ccc(C(=O)NCc2ccccc2F)cc1	47%	-11%	1.6%	-4%	-7%

The final 2 records of the part above lead into the next.
SMILES	tuberculosis growth	H1N1 NS1A inhibition	VEEV TC-83 Vero	H37Rv inhibition	PhoP GFP inhibition	others
CC1(OC(=O)C2CCCC2)C(=O)C=C2C=C(c3ccsc3)OC=C2C1=O (stereo not drawn)	44%	4%	0.8%	-6%	4%
CC(C)(O)C#Cc1ccc(C(=O)NCc2ccccc2F)cc1	47%	-11%	1.6%	-4%	-7%
Cn1c(=S)c2[nH]c(SCCC(C)(C)C)nc2n(C)c1=O	·	-3%	i	·	·
Cc1cccc(OCCC(=O)Nc2ccc(Cl)cc2F)c1	61%	-9%	1.2%	-1%	-1%
Cc1ccc(N2C(=O)CC(NNc3nc4ccccc4s3)C2=O)cc1C (stereo not drawn)	-5%	20%	0.2%	-3%	-9%
CN(Cc1nc2ccccc2c(=O)[nH]1)C(=O)c1cc(-c2ccc(Br)cc2)nc2ccccc12	·	-2%	8.4%	·	·
COc1ccc(-c2[nH]ncc2CN2CCCC(C(=O)c3cccc(OC)c3)C2)cc1 (stereo not drawn)	10%	0%	0.9%	2%	-5%
O=C(COC(=O)c1ccc(Cl)s1)c1ccc[nH]1	6.4µM*	3%	i	?	10%
Cc1cc(-c2ccc(C)c(S(=O)(=O)N3CC(=O)Nc4ccccc43)c2)on1	-1%	0%	2.2%	-4%	9%
C=CCn1c2c(c(=O)[nH]c1=S)CN(C(C)c1ccccc1)CN2 (stereo not drawn)	-9%	0%	0.4%	2%	6%
COC(=O)CN1C(C)=Nc2ccc(Br)cc2C1c1ccccc1 (stereo not drawn)	·	7%	1.5%	-8%	3%
CCOc1ccc(NC(=O)Cn2nnc(C(=O)NCc3cccs3)c2N)cc1	-4%	3%	i	0%	0%
